Assay outcomes as filed in PubChem BioAssay.
HDAC3 inhib = human HDAC3 inhibition; inhibition, % at 8.3 µM; 320,000 tested, 0.15% active; recombinant HDAC3, fluorogenic peptide/trypsin coupled, fluorescence; in the data active means inhibition above about 26%, passing the limit was not always enough; inconclusive means no clear call, values can overlap the other calls
hERG protect = shields human hERG channel from block by proarrhythmic agents; Q12809; CHO-hERG, FluxOR thallium flux, dofetilide IC70 present; activation (rescue from dofetilide block), less the hit threshold, % at 10 µM; 310,000 tested, 0.51% active;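 active means activation above the mean of controls blocked by dofetilide plus 5 SD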;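 further: thallium influx through hERG after potassium depolarization seen as dye fluorescence rise; in these data hits start at about 4.7%; inactives centre near -7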
PolyA inhibitor = blocks polyadenylation in yeast reporter cells; S. cerevisiae SKY197-pL101 polyadenylation reporter, beta-gal luminescence; efflux-impaired pdr1/pdr3 knockout yeast; score 100 = 6 SD above DMSO; calls only at 12 µM; 300,000 tested, 0.02% active; AID 1875;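 active means lowest replicate activity score at least 50, where 100 means six control SD above control mean; inconclusive means lowest score under 50 but half or more replicates reach 50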;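 further: yeast exposed to compound for 9 h at 30 °C; higher score means more reporter readthrough which indicates perturbed polyadenylation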
RGS4 act = RGS4 potentiation or activation; B-score at 10 µM; 310,000 tested, 0.92% active; HEK293 M3R/inducible RGS4, carbachol calcium flux Fluo4; stronger effect = lower value; AID 463111;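 active means B-score of the integrated calcium signal more than 4 SD below the library mean, with starting fluorescence not abnormally high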;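 further: negative B-score means reduced calcium response which marks RGS4 activation or potentiation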
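Also added: carbachol at ECmax as muscarinic agonist stimulus; Assay system: HEK293 cells with stable M3R and inducible RGS4; Timing: overnight RGS4 induction, 30 min dye load 37 °C, 20 min compound RT; Measured by: Fluo4-AM (2 µM) calcium-flux fluorescence, kinetic read.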
GSK3 alpha inh = inhibitors of human GSK-3 alpha kinase | ADP-Glo luminescence, 60 min | P49840 | AID 2650 | 320,000 tested, 0.1% active | inhibition, % at 10 µM;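 in the data active means inhibition above about 50%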;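 further: GST-tagged GSK-3 alpha with peptide substrate and 25 µM ATP; 0% = DMSO neutral wells and 100% = GW8510 positive control wells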
DYRK1A inh = Dyrk1A (rat) kinase inhibition; Q63470; ADP-Glo luminescence, NFATc1 peptide; inhibition, % at 12.5 µM; 310,000 tested, 0.43% active; in the data active means inhibition above about 50%;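 further: plate controls were vehicle with enzyme for no effect and no enzyme for full effect; many of its hits are not listed in these tables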
GSK3B inh = blocks human GSK3beta kinase activity; P49841; GST-GSK3beta kinase, ADP-Glo luminescence, 60 min; stronger effect = lower value; activity score (negative = inhibition), % at 10 µM; 300,000 tested, 0.038% active; AID 2097;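 active means more than half of replicate wells score below -50%, meaning over 50% inhibition versus plate controls; inconclusive means some replicates but at most half score below -50%; inactive means no replicate scores below -50%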;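 further: 0% = median DMSO wells and -100% = median GW8510 positive control wells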
Target sequence (P49841 whole entry, looked up): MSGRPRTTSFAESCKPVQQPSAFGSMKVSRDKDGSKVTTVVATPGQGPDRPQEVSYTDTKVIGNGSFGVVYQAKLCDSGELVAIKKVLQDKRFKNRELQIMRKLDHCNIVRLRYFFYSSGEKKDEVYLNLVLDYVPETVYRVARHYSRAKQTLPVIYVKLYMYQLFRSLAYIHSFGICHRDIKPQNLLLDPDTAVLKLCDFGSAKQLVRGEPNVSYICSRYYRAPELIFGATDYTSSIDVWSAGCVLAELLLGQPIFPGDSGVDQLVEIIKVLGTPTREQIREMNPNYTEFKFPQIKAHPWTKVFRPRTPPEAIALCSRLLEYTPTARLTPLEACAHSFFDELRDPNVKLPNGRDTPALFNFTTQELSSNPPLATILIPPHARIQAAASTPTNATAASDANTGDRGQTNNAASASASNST
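Test system: GST-fused GSK3beta enzyme, cell-free | Quantity: 1.6 ng GST-GSK3beta enzyme per well | Reagent: 25 µM ATP with peptide substrate | Schedule: 60 min enzyme reaction, room temperature | Signal: Luminescent ADP-Glo measurement of ADP formed | Read-out basis: Score relative to plate controls | Control set: DMSO and 20 µM GW8510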
KCNQ1 block = blocks the human KCNQ1 potassium channel; P51787; CHO-K1 KCNQ1, FluxOR thallium flux fluorescence; stronger effect = higher value; B-score at 10 µM; 310,000 tested, 1.3% active; AID 2642;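 active means compounds whose thallium flux B-score, printed positive for inhibition, exceeds three library SD while starting fluorescence stays within three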;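 further: channel opened by potassium depolarization with thallium stimulus after 20 min compound exposure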
KCNQ1 act = human KCNQ1 channel potentiation or activation; P51787; CHO-K1 KCNQ1, thallium flux FluxOR fluorescence; stronger effect = higher value; B-score at 10 µM; 310,000 tested, 0.35% active;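 active means fluorescence ratio B-score, a plate-corrected score, at least three library SD, with initial intensity B-score within 5 SD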
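Assay system: CHO-K1 cells stably expressing KCNQ1; Medium: assay buffer with matched DMSO; Also added: K+/Tl+ depolarizing stimulus; Dosing: single dose; Timing: dye 90 min, compound 20 min, room temperature; Measured by: kinetic FluxOR thallium fluorescence, 10-s 1-Hz baseline, 110-s post-stimulus read; Read-out: peak-minus-minimum fluorescence over initial fluorescence, negative-control normalized, B-scored.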
KCNK9 inh = blocks the human KCNK9 two-pore domain potassium channel; 310,000 tested, 1.2% active; B-score at 10 µM; Q9NPC2; HEK293 KCNK9, FluxOR thallium flux fluorescence; stronger effect = lower value;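 active means ratio B-score over 3 SD below the library mean, with starting fluorescence within 5 SD of its mean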;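 further: negative B-score means less thallium flux so channel inhibition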
Target sequence (Q9NPC2 whole entry, looked up, the tested form may be a part): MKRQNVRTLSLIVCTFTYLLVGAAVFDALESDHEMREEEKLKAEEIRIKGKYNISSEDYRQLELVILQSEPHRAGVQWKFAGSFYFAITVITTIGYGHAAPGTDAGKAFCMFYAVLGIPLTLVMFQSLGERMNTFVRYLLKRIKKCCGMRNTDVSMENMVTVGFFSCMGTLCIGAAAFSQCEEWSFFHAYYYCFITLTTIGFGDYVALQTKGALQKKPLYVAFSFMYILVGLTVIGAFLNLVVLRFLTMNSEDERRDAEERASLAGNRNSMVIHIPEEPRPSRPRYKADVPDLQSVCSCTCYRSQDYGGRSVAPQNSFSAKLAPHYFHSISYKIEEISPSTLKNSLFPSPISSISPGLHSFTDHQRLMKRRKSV
KCNK3 inh = human KCNK3 channel inhibition, primary screen. O14649. CHO-KCNK3 thallium flux, FluxOR fluorescence; stronger effect = lower value. B-score at 10 µM. 340,000 tested, 0.84% active;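 active means B-score under library mean minus 4 SD, starting fluorescence ratio at most library mean plus 5 SD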;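 further: more negative B-score means stronger inhibition of thallium flux through KCNK3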
The depositor's hits bear a star; i = inactive; ? = inconclusive; / = no result given. Not all compounds are listed; the hit share may differ from the screen's.

Sequence of screens – HDAC3 inhib, hERG protect, PolyA inhibitor, RGS4 act, GSK3 alpha inh, DYRK1A inh, GSK3B inh, KCNQ1 block, KCNQ1 act, KCNK9 inh, KCNK3 inh
> CC1CCCN(C(=O)C(=O)c2cn(CC(=O)N3CCCCCC3)c3ccccc23)C1 (configuration not stated)
    2, -8, i, i, 2, 6, -1, i, i, i, i
> Cc1ccc(-n2c(SCC(=O)NC3CCS(=O)(=O)C3)nc3ccccc3c2=O)cc1C (configuration not stated)
    -9, -22, i, i, -3, 4, 3, i, i, i, i
> CC(C[N+](C)(C)C)OC(N)=O (configuration not stated)
    -4, -8, i, i, -6, -8, 2, i, i, i, i
> O=C(Nc1cccc(-c2cnc3ccccc3n2)c1)c1ccco1
    -11, -12, i, i, -1, 15, -4, i, i, i, i
> CNC(=O)CSc1nc2c([nH]c3ccccc32)c(=O)n1CCOC
    -4, -10, i, i, -1, 3, 2, i, i, i, i
> COCc1nnc(NS(=O)(=O)c2ccccc2)s1
    2, -7, i, i, -2, 0, -1, i, i, i, i
> COc1ccccc1C(=O)Nn1c(C2CCC2)nc2ccccc2c1=O
    10, -12, i, i, -1, 3, -4, i, i, i, i
> CCC1Oc2ccccc2N(CC(=O)NCCCN2CCC(C)CC2)C1=O (configuration not stated)
    2, 5.5*, i, i, -3, -5, -2, i, i, i, i
> CCOC(=O)N1CCN(CCC(=O)Nc2ccc(C)cc2)CC1
    -5, -10, i, i, -19, 0, 1, i, i, i, i
> COc1ccc(NC(=O)C(NCC(C)C)c2ccccc2)cc1Cl (configuration not stated)
    4, -10, i, i, -7, 2, -2, i, i, i, i
> CCc1ccc(OCc2nnc(SCC(=O)N3CCN(c4ccccc4)CC3)o2)cc1
    2, -6, i, i, -2, -4, 0, i, i, i, i
> O=C(CN(Cc1ccccc1)C(=O)c1ccc2c(c1)OCCO2)NCc1ccc2c(c1)OCO2
    0, -7, i, i, -3, 5, 2, i, i, i, i
> COC(=O)c1sccc1NC(=O)c1ccc(OC)c(OC)c1
    -3, -3, i, i, -1, 4, -2, i, i, i, i
> CCN(c1ccccc1)S(=O)(=O)c1ccc(C(=O)Nc2ccc(C)cn2)cc1
    1, -12, i, i, 0, /, -1, i, i, i, i
> O=C(O)/C=C/c1ccc(S(=O)(=O)Nc2ccc(OCc3ccccc3)cc2)cc1
    0, -11, i, i, -1, -2, 1, i, i, i, i

Next part:
Sequence of screens – HDAC3 inhib, hERG protect, PolyA inhibitor, RGS4 act, GSK3 alpha inh, DYRK1A inh, GSK3B inh, KCNQ1 block, KCNQ1 act, KCNK9 inh, KCNK3 inh
> O=C(NC1(C(F)(F)F)NC(=O)N(c2ccc(F)cc2)C1=O)c1ccncc1 (configuration not stated)
    -6, -5, i, i, 6, 8, 1, i, i, i, i
> COC(=O)c1ccc2c(c1)C(C)(C)C(/C=C/c1ccc(OC)c(OC)c1OC)=[N+]2C
    6, -28, i, i, 5, 10, -1, 7*, i, i, -12*
> COC(=O)c1c(C)[nH]c(C)c1-c1cccc([N+](=O)[O-])c1
    0, -10, i, i, -2, 9, 2, i, i, i, i
> COc1ccc(OCCCC(=O)NNC(=O)CCN2CCN(c3ccccc3)CC2)cc1
    6, -12, i, i, -3, -1, -1, i, i, i, i
> O=C(NC(=S)Nc1ccc2[nH]c(=O)[nH]c2c1)c1ccccc1Cl
    0, -6, i, i, -2, -3, 1, i, i, i, i
> N/C(=N\OC(=O)c1cccs1)c1ccccc1
    7, -8, i, i, 9, 11, -9, i, i, i, i
> COC(=O)CNC(=O)/C=C/c1cc(Br)ccc1OC
    7, -13, i, i, -2, 8, -2, i, i, i, i
> Cc1c(C)c2c(OCC(=O)N3CCC[C@H]3C(=O)O)cc3c(c2oc1=O)CCC(C)(C)O3
    -245, -4, i, i, 0, -3, 1, i, i, i, i
> Cc1cc(C)c(S(=O)(=O)Nc2cnc3ccccc3c2)c(C)c1
    -4, -8, i, i, -2, -5, 5, i, i, i, i
> CCOC(=O)c1c(S(=O)(=O)NCC2CCN(Cc3cccc(F)c3)CC2)c(C)n(C)c1C
    0, -4, i, i, -5, 1, -4, i, i, i, i
> C/C(=N\N1C(=O)CSC1=S)c1ccc(Br)cc1
    -4, -2, i, i, -1, -2, 5, i, i, i, i
> O=C(Cc1ccccc1)N(c1ccc(F)cc1)C1C=CS(=O)(=O)C1 (configuration not stated)
    -4, -6, i, i, -2, -4, 0, i, i, i, i
> CC(C)(C)CN1CCNC(=O)C1CC(=O)N1CCOc2ccccc2C1 (configuration not stated)
    -1, -4, i, i, 0, -3, 0, i, i, i, i
> CN(C)C(CNC(=O)CCS(=O)(=O)c1ccccc1)c1ccccc1 (configuration not stated)
    -1, -2, i, i, -4, 6, 3, i, i, i, i
> O=C(O)CC(NC(=O)OCc1ccccc1)c1ccccc1 (configuration not stated)
    -4, -8, i, i, -1, -7, 0, i, i, i, i

(list continues)
Sequence of screens – HDAC3 inhib, hERG protect, PolyA inhibitor, RGS4 act, GSK3 alpha inh, DYRK1A inh, GSK3B inh, KCNQ1 block, KCNQ1 act, KCNK9 inh, KCNK3 inh
> CCCCCC(=O)Nc1nc(C)c(-c2csc(Nc3ccc(Cl)cc3)n2)s1
    14, -5, i, i, -1, 5, 2, i, i, i, i
> O=[N+]([O-])c1cc(F)c(N2CCCCC2)cc1N1CCOCC1
    ?, -16, i, i, 2, -2, -1, i, i, i, i
> CC(C)CCNC(=O)C(C)N(C(=O)c1snc(C(N)=O)c1N)c1cnc2ccccc2c1 (configuration not stated)
    1, -13, i, i, 1, -2, -2, i, i, i, i
> O=[N+]([O-])c1ccc([N+](=O)[O-])c(Nc2ccc(N3CCOCC3)cc2)c1
    12, -13, i, i, 0, -3, 0, i, i, i, i
> O=c1cc2c(nn1Cc1ccccc1Cl)-c1ccccc1CC2
    0, -3, i, i, -2, 42, -1, i, i, i, i
> CCCCNC(=S)Nc1ccc2nc3n(c(=O)c2c1)CCCCC3
    -2, -3, i, i, -3, /, 2, i, i, i, i
> CC(=O)N1c2ccc(N=Cc3cc(Br)cc(Br)c3O)cc2CC1C (configuration not stated)
    9, 3, i, i, -2, /, 1, i, 8*, i, /
> COc1ccc(/C=C/C(=O)NC(=S)N2CCN(c3ccccc3OC)CC2)cc1
    -3, -6, i, i, -3, 3, -3, i, i, i, i
> Cc1cccc(N2CCN(C(=O)Cn3nc(Cc4ccncc4)c4ccccc4c3=O)CC2)c1C
    -3, -13, i, i, -3, 2, 0, i, i, i, i
> O=C(COc1ccccc1[N+](=O)[O-])OCCCOC(=O)COc1ccccc1[N+](=O)[O-]
    11, -10, i, i, -3, 7, 1, i, i, i, i
> CC(=O)c1ccn(S(=O)(=O)c2ccccc2)c1
    -2, -11, i, i, -3, -5, -4, i, i, i, i
> Cc1nnc(Oc2ccccc2)c2ccccc12
    -1, -13, i, i, 10, 2, 1, i, i, i, i
> Cc1cc(S(=O)(=O)NCc2ccccc2)ccc1OCC(=O)N1CCCC1
    1, -5, i, i, -3, 0, 0, i, i, i, i
> c1ccc(Cn2nnnc2C(c2ccncc2)N2CCOCC2)cc1 (configuration not stated)
    -4, -10, i, i, -1, /, 3, i, i, i, i
> COC(=O)C1CN(C(=O)C(C)Oc2cccc(C)c2C)c2ccccc2O1 (configuration not stated)
    7, -6, i, i, 0, 9, 2, i, i, i, i

Shown as labelled records: part of the list above
O=c1cc2c(nn1Cc1ccccc1Cl)-c1ccccc1CC2
- HDAC3 inhib: 0
- hERG protect: -3
- PolyA inhibitor: i
- RGS4 act: i
- GSK3 alpha inh: -2
- DYRK1A inh: 42
- GSK3B inh: -1
- KCNQ1 block: i
- KCNQ1 act: i
- KCNK9 inh: i
- KCNK3 inh: i

CCCCNC(=S)Nc1ccc2nc3n(c(=O)c2c1)CCCCC3
- HDAC3 inhib: -2
- hERG protect: -3
- PolyA inhibitor: i
- RGS4 act: i
- GSK3 alpha inh: -3
- DYRK1A inh: /
- GSK3B inh: 2
- KCNQ1 block: i
- KCNQ1 act: i
- KCNK9 inh: i
- KCNK3 inh: i

CC(=O)N1c2ccc(N=Cc3cc(Br)cc(Br)c3O)cc2CC1C (configuration not stated)
- HDAC3 inhib: 9
- hERG protect: 3
- PolyA inhibitor: i
- RGS4 act: i
- GSK3 alpha inh: -2
- DYRK1A inh: /
- GSK3B inh: 1
- KCNQ1 block: i
- KCNQ1 act: 8*
- KCNK9 inh: i
- KCNK3 inh: /

Later entries.
Sequence of screens – HDAC3 inhib, hERG protect, PolyA inhibitor, RGS4 act, GSK3 alpha inh, DYRK1A inh, GSK3B inh, KCNQ1 block, KCNQ1 act, KCNK9 inh, KCNK3 inh
> CCCc1cc(=O)oc2cc(C)cc(OC(C)C(=O)NCCN3CCOCC3)c12 (configuration not stated)
    -22, -6, i, i, 1, 2, -2, i, i, i, i
> CCOc1ccc(NC(=S)NC(=O)c2cccnc2)c([N+](=O)[O-])c1
    -2, -5, i, i, -2, 3, 0, i, i, i, i
> CC1CC(C)CN(C(=O)COC(=O)CNC(=O)C23CC4CC(CC(C4)C2)C3)C1 (configuration not stated)
    -5, -10, i, i, -2, 3, 1, i, i, i, i
> O=C(NCc1cccc(Cl)c1)N1CCN(S(=O)(=O)c2ccccc2F)CC1
    13, -8, i, i, -2, -9, 2, i, i, i, i
> CC1CCN(c2ccc(NC(=S)NC(=O)c3ccc(-c4cccc([N+](=O)[O-])c4)o3)cc2)CC1
    -1, -9, i, i, -2, 6, 3, i, i, i, i
> O=C(Nc1nnc(-c2ccc3c(c2)CCCC3)o1)C1CCCCC1
    /, -1, i, i, /, 3, 3, i, i, i, i
> O=C(CN1CCN(C/C=C/c2ccccc2)CC1)NCc1ccccc1
    -3, -5, i, i, -6, -6, -2, i, i, i, i
> Cc1ccc(-n2c(=S)[nH]c3sc4c(c3c2=O)CCc2ccccc2-4)cc1
    -1, -6, i, i, 0, 0, -1, i, i, i, i
